Screens from PubChem BioAssay.
KCNH2 3.1 block: qHTS for Inhibitors of KCHN2 3.1: Mutant qHTS; Potassium voltage-gated channel subfamily H member 2, brain isoform KCNH2 3.1 (human); U2OS KCNH2 3.1, thallium flux FluxOr; active compounds read low; AID 720553, 2013; activity change, % (tested at about 1.8 µM); 340,000 tested, 0.95% active;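 active = maximum activity change below -70%; inconclusive = maximum activity change from -70% to -50%; inactive = maximum activity change above -50%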;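 note: thallium influx rate constant from kinetic fluorescence after stimulation buffer; % is set by controls: 0 for no effect and ±100 for the full control effect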
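We transduce U2OS cells with the mutant 3.1 virus, culture them overnight, load FluxOr with Red40 quencher for 45 min, then add stimulation buffer and read kinetically for 2 min to derive a normalized rate constant.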
MLL CXXC-DNA inh: qHTS Fluorescence Polarization Assay for Inhibitors of MLL CXXC domain - DNA interaction; Potency, µM (series often up to 115 µM), for the others: at the highest dose activity change, negative = inhibition, most hits filed as inhibitors; 290,000 tested, 0.037% active; MLL-CXXC / FITC-HOXA9 DNA fluorescence polarization; AID 2662, 2010; Histone-lysine N-methyltransferase 2A (Homo sapiens), Q03164; active = well fitted inhibition curve with a large enough effect in the polarisation, with a control signal flat, not every such curve was filed as active; inconclusive = small, poorly fitted or top-dose-only effect, or effect the other way, or a change in a side signal; inactive = no such curve, though single readings can be large or run the other way; the % refers to the polarisation; note: potency is the fitted concentration of half-maximal effect
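Fluorescence polarization: 7 uM MLL-CXXC (stock) preincubated 5 min with compounds, then 50 nM fluorescein-HOX-A9 DNA (stock) added; 30 min ambient. Buffer 50 mM Tris-HCl pH 7.5, 50 mM NaCl, 1 mM DTT, 0.05% BSA.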
GALK inhibitor: qHTS Assay for Inhibitors of Human Galactokinase (GALK) | P51570 | Purified GALK, Kinase-Glo residual ATP luminescence | Potency, µM (titrated, usually from 57.5 µM), without a hit: at the highest dose activity change, negative = inhibition, hits mostly inhibitors | 270,000 tested, 0.007% active; note: potency is the fitted concentration of half-maximal effect; % is set by controls: 0 for no effect and ±100 for the full control effect
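Quantitative HTS: GALK 5 nM, ATP 35 uM, galactose 100 uM, 1 h room temperature, then luciferase-based ATP detection.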
hERG WT inh: qHTS for Inhibitors of KCHN2 3.1: Wildtype qHTS; Voltage-gated inwardly rectifying potassium channel KCNH2 (Homo sapiens), Q12809; 340,000 tested, 0.37% active; activity change, % at 1.84 µM; AID 720551, 2013; U2OS, BacMam KCNH2, thallium flux FluxOr; active compounds read low;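 active = maximum activity change below -70%; inconclusive = maximum activity change between -70% and -50%; inactive = maximum activity change above -50%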; note: % is set by controls: 0 for no effect and ±100 for the full control effect
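U2OS cells were transduced with wild-type KCNH2 virus (2.03 x 10^8 / mL) for 4 h at room temperature, then cultured overnight at 37 C. Thallium flux was read with FluxOr dye. Rate constants were normalized to DMSO controls.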
Integrin act MD: qHTS for Activators of Integrin-Mediated Alleviation for Muscular Dystrophy; AID 624291, 2012; alpha7betagal myoblasts, beta-gal FDG fluorescence, 48 h; Potency, µM (doses to about 38.3 µM), without a hit: at the highest dose activation, actives largely listed as activators; 350,000 tested, 0.064% active;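 note: potency is the fitted concentration of half-maximal effect; 100% = response of the positive control SU9516; nearly all actives have a fitted effect of over 60% in size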
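alpha7betagal+/- myoblasts (passage 13, 250/well) treated 48 h at 37C with compounds at 1:260 dilution of DMSO stock. Lysed, then beta-galactosidase activity read as FDG fluorescence (ex 480/em 540) after 30 min, with pre-read for autofluorescence.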
Coupling enz: qHTS Assay for Inhibitors of Fructose-1,6-bisphosphate Aldolase from Giardia Lamblia: Coupling assay counterscreen; coupling enzyme system counterscreen, AmpLite Red fluorescence; 290,000 tested, 0.67% active; activity change, negative = inhibition, % at 58.2 µM, hits read low; in the data active = activity change below about -30%; note: % is set by controls: 0 for no effect and ±100 for the full control effect
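Activity here indicates interference with the coupling reaction, not aldolase inhibition. Compounds at 57.5 uM final met coupling enzymes for 10 min at RT; substrate and AmpLite Red detection followed, with a 525/598 nm fluorescence read after 20 min.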
A-T KAP1 phos: qHTS Assay for Identifying a Potential Treatment of Ataxia-Telangiectasia; […] A-T fibroblasts, KAP-1 phosphorylation AlphaLISA; neocarzinostatin DNA damage 30 min before lysis; Potency, µM (series often up to 57.5 µM), inactives show at the highest dose activation, actives largely listed as activators; 320,000 tested, 0.19% active; AID 485349, 2010; note: potency is the fitted concentration of half-maximal effect; % of control where 0% means no effect; nearly all actives have a fitted effect of over 45% in size
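hTERT-immortalized A-T patient fibroblasts ([…]), 500 cells/well in OPTI-MEM, 1% FBS, got compounds for 60 min, then NCS for 30 min at 37C. Lysates were then assayed for phospho-KAP-1 by AlphaLISA (anti-pKAP1 donor, anti-KAP1 acceptor beads), 6 hr at 25C.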
TRPV1 ag: HTS Assay for Compounds that Act as Agonists of the Vanilloid Receptor 1; Transient receptor potential cation channel subfamily V member 1 (Homo sapiens), Q8NER1; TRPV1-expressing cells, Fluo-8 calcium influx, agonist mode; activation, % at 8.33 µM; 320,000 tested, 0.19% active; in the data active = activation above about 80%; inconclusive = between about 30% and that limit; note: 0% is about no effect
Target sequence (Q8NER1 whole entry, looked up): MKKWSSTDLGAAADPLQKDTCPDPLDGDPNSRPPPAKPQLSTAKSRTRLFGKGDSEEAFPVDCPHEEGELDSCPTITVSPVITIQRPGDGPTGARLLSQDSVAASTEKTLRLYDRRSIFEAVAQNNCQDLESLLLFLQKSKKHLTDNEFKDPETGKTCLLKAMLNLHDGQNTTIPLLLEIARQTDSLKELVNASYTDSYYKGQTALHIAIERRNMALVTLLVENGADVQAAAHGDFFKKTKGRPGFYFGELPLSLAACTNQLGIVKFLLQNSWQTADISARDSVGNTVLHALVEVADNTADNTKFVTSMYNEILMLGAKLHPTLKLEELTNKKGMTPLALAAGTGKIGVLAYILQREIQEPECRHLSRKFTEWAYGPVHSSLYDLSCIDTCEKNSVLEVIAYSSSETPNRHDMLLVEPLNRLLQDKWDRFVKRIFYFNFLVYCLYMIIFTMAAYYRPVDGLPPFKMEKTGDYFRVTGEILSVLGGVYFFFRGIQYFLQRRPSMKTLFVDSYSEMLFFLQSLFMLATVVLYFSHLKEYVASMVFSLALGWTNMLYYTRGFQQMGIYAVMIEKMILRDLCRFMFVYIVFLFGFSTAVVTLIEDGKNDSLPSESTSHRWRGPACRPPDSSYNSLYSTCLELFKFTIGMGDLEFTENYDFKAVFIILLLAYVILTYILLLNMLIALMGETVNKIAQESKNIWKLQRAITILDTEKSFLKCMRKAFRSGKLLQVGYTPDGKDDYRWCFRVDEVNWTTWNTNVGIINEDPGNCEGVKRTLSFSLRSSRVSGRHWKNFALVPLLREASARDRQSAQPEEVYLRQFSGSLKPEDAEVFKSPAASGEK
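TRPV1-expressing cells were cultured overnight at 35.5C and loaded with Fluo-8 calcium dye for 40 to 90 min at room temperature. After a 10 s baseline, compound was added and calcium influx was read kinetically for 3 min (ex 480/em 520 nm).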
S-ASM inh: Inhibitors of Secretory Acid Sphingomyelinase (S-ASM): qHTS; Sphingomyelin phosphodiesterase (Homo sapiens), P17405; Potency, µM (doses to about 57.5 µM), for the others: at the top dose activity change, negative = inhibition, usual class: inhibitors; 340,000 tested, 0.006% active; placental ASM, HMU-PC fluorogenic substrate, 60 min; note: potency is the fitted concentration of half-maximal effect
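Fluorescence read-out (Ex 386 nm, Em 447 nm) after stopping the reaction at pH 10. Enzyme: ASM from human placenta; substrate HMU-PC0, 9 uM final; 60 min, 37 °C. Compound preincubation 10 min, ambient temperature.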
MBNL1 CUG block: qHTS Assay for Inhibitors of MBNL1-poly(CUG) RNA binding | Potency, µM (highest dose often 57.5 µM), inactives show top-dose activity change, negative = inhibition, usual class: inhibitors | AID 2675, 2010 | Muscleblind-like protein 1 (Homo sapiens), Q9NR56 | TR-FRET MBNL1-His/biotin-(CUG)12 binding, 665/545 ratio | 280,000 tested, 0.036% active; active = well fitted inhibition curve with a large enough effect in the signal ratio, with a control signal flat, not every such curve was filed as active; inconclusive = small, poorly fitted or top-dose-only effect, or effect the other way, or a change in a side signal; inactive = no such curve, though single readings can be large or run the other way; the % refers to the signal ratio; note: potency is the fitted concentration of half-maximal effect; % is set by controls: 0 for no effect and ±100 for the full control effect
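TR-FRET between His-tagged MBNL1 and biotin-(CUG)12 RNA, detected with Tb anti-His antibody (0.055 ng/ul) and streptavidin-XL665 (5 nM), 60 min at room temperature. Compounds titrated 92 nM to 58 uM; 665/545 nm ratio normalized to buffer and complex controls.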
Active calls of the source: *; [ ] = remark or other dose. Unless noted, calls come from the whole dose curve; as a rule, active = well fitted curve in the direction sought with a large enough effect; inconclusive = small, poorly fitted or top-dose-only effect, or another doubt; inactive = no such curve, though single readings can be large; an effect the other way counts as inactive or inconclusive.

`O=C1N[C@@H](Cc2ccccc2)C(=O)N2[C@H]1C[C@]1([C@]34C[C@H]5C(=O)N[C@@H](Cc6ccccc6)C(=O)N5[C@H]3N(S(=O)(=O)c3ccccc3)c3ccccc34)c3ccccc3N(S(=O)(=O)c3ccccc3)[C@H]21` gave KCNH2 3.1 block 4, hERG WT inh -9, Integrin act MD -6%, A-T KAP1 phos -8%, TRPV1 ag -5 and S-ASM inh 3%.
For COc1ccc(C(=O)NCC(=O)N2CCCCC2)cc1OC the results were KCNH2 3.1 block 17, MLL CXXC-DNA inh 4%, GALK inhibitor -1%, hERG WT inh -12, Integrin act MD inconclusive, Coupling enz 4, A-T KAP1 phos -6%, TRPV1 ag -2, S-ASM inh 0% and MBNL1 CUG block -4%.
Cc1ccc(CCNC(=O)C2CCCN(S(=O)(=O)c3c(C)nn(C)c3C)C2)cc1 (stereo not given) was read as KCNH2 3.1 block -8, MLL CXXC-DNA inh -1%, GALK inhibitor -2%, hERG WT inh 6, Integrin act MD -20%, Coupling enz 0, A-T KAP1 phos 0%, TRPV1 ag 28, S-ASM inh 2% and MBNL1 CUG block -5%.
COc1ccc(C(=O)N2CCN(c3nc4ccccc4o3)CC2)cc1OC was read as KCNH2 3.1 block 0, MLL CXXC-DNA inh -8%, GALK inhibitor 2%, hERG WT inh 3, Integrin act MD -11%, Coupling enz -2, A-T KAP1 phos 3%, S-ASM inh 0% and MBNL1 CUG block 2%.
`Cc1ccc(C2C=C(c3ccccc3)Nc3ncnn32)cc1` (stereo not given) gave KCNH2 3.1 block -2, hERG WT inh -2, Integrin act MD 4% and S-ASM inh 70%[activator].
Screening O=C(N1CCOCC1)N1CCN(c2nc(-c3ccccc3)cs2)CC1 returned KCNH2 3.1 block 3, MLL CXXC-DNA inh -5%, GALK inhibitor 1%, hERG WT inh 0, Integrin act MD 10%, Coupling enz 3, A-T KAP1 phos -11%, TRPV1 ag 0, S-ASM inh -5% and MBNL1 CUG block 9%.
`CCc1ccc(-n2ccc(=O)c(C(=O)O)n2)cc1` gave KCNH2 3.1 block 5, MLL CXXC-DNA inh -26%, hERG WT inh -10, Integrin act MD -11%, Coupling enz 3, A-T KAP1 phos -6%, TRPV1 ag -2, S-ASM inh 3% and MBNL1 CUG block 0%.
For CCc1ccc(NC(=O)c2ccc(-n3cncn3)c([N+](=O)[O-])c2)cc1 the results were KCNH2 3.1 block -4, hERG WT inh 6, Integrin act MD -13%, A-T KAP1 phos 8% and TRPV1 ag 1.
Screening CCN(CC(=O)NCc1ccc(Cl)cc1)C(=O)CCOc1ccccc1C returned KCNH2 3.1 block -22, hERG WT inh 14, Integrin act MD -13%, A-T KAP1 phos 4%, TRPV1 ag 14 and S-ASM inh -2%.
O=C(NCc1cccc(OC(F)(F)F)c1)c1cccc2c1C(=O)c1ccc(-c3ccc(F)cc3OCc3ccccc3)cc1S2(=O)=O was read as KCNH2 3.1 block -1, hERG WT inh 0, Integrin act MD 0%, A-T KAP1 phos 0% and S-ASM inh -1%.
Screening COc1cccc(C(c2c(NC(=O)c3ccco3)sc(C)c2C)N2CCOCC2)c1 (stereo not given) returned KCNH2 3.1 block -1, hERG WT inh inconclusive, Integrin act MD 26%, A-T KAP1 phos 3%, TRPV1 ag 17 and S-ASM inh -5%.
`CCN1CCN(c2c(Cl)cccc2NC(=O)c2cccs2)CC1` gave KCNH2 3.1 block -42, MLL CXXC-DNA inh -4%, GALK inhibitor -5%, hERG WT inh 39, Integrin act MD -24%, A-T KAP1 phos 8%, TRPV1 ag 7, S-ASM inh 1% and MBNL1 CUG block -8%.
`O=C(/C(=C(\O)c1ccccc1)c1ncc[nH]1)c1ccccc1` gave KCNH2 3.1 block 0, MLL CXXC-DNA inh 12%, GALK inhibitor 9%, hERG WT inh 0, Integrin act MD 4%, Coupling enz 1, A-T KAP1 phos 0%, TRPV1 ag -6 and S-ASM inh -3%.
CCN(/N=C/c1ccccc1)c1cc(=O)n(C)c(=O)[nH]1 was read as KCNH2 3.1 block 6, MLL CXXC-DNA inh -7%, GALK inhibitor 1%, hERG WT inh 0, Integrin act MD 19%, Coupling enz -4, A-T KAP1 phos 7%, TRPV1 ag -1 and S-ASM inh 5%.
For O=C(Nc1ccc(Nc2ccccc2)cc1)c1ccc(Cl)cc1[N+](=O)[O-] the results were KCNH2 3.1 block -4, hERG WT inh 10, Integrin act MD 15% and S-ASM inh -10%.
Screening C=CCC1NCCc2c(Br)cccc21 (stereo not given) returned KCNH2 3.1 block -3, MLL CXXC-DNA inh -7%, GALK inhibitor 1%, hERG WT inh -12, Integrin act MD 5%, Coupling enz 3, A-T KAP1 phos 5%, TRPV1 ag -2, S-ASM inh 2% and MBNL1 CUG block 0%.
N#Cc1c(N)c2ccccn2c1C(=O)c1ccc(Br)cc1 was read as KCNH2 3.1 block 3, MLL CXXC-DNA inh inconclusive, GALK inhibitor 11%, hERG WT inh 13, Integrin act MD -10%, Coupling enz 2, A-T KAP1 phos -8%, TRPV1 ag -3, S-ASM inh -21% and MBNL1 CUG block inconclusive.
Screening CCCC(=O)NCCc1cc(OC)c(OC)cc1Br returned KCNH2 3.1 block -10, MLL CXXC-DNA inh -6%, GALK inhibitor -1%, hERG WT inh -6, Integrin act MD 26%, Coupling enz -1, A-T KAP1 phos 3%, TRPV1 ag 0, S-ASM inh 4% and MBNL1 CUG block -11%.
Screening Cc1c(C#N)c2ncnc(N)c2n1-c1ccccc1 returned KCNH2 3.1 block 10, MLL CXXC-DNA inh 4%, GALK inhibitor 1%, hERG WT inh -2, Integrin act MD -14%, Coupling enz 2, A-T KAP1 phos -2%, TRPV1 ag -1, S-ASM inh -3% and MBNL1 CUG block 7%.
`CCN1C(=O)c2ccccc2Sc2ccc(C(=O)NCCN3CCOCC3)cc21` gave KCNH2 3.1 block -2, MLL CXXC-DNA inh 15%, hERG WT inh -16, Integrin act MD -7%, Coupling enz 3, A-T KAP1 phos -5%, TRPV1 ag -2, S-ASM inh 5% and MBNL1 CUG block -3%.
Screening COc1ccc(-c2nc3cnccn3c2Nc2ccc3c(c2)OCO3)cc1 returned KCNH2 3.1 block 1, MLL CXXC-DNA inh 0%, GALK inhibitor -2%, hERG WT inh -6, Integrin act MD 9%, Coupling enz 0, A-T KAP1 phos 4%, TRPV1 ag 0, S-ASM inh -4% and MBNL1 CUG block 11%.
`CCCCC(=O)Nc1cccc(C(=O)N/N=C/c2ccc(OC)cc2OC)c1` gave KCNH2 3.1 block 2, MLL CXXC-DNA inh 14%, GALK inhibitor 2%, hERG WT inh 3, Integrin act MD 3%, Coupling enz 3, A-T KAP1 phos 5%, TRPV1 ag 0, S-ASM inh -1% and MBNL1 CUG block inconclusive.
Screening Cc1nnc(SCC(=O)Nc2ccc(F)cc2F)n(N)c1=O returned KCNH2 3.1 block 3, MLL CXXC-DNA inh 2%, GALK inhibitor -5%, hERG WT inh -24, Integrin act MD -6%, A-T KAP1 phos 6%, TRPV1 ag -2, S-ASM inh 2% and MBNL1 CUG block -5%.
Screening O=C(NCCc1cn[nH]c1)C1CCC(=O)N(CCc2cccc(F)c2)C1 (stereo not given) returned KCNH2 3.1 block 6, MLL CXXC-DNA inh 20%, GALK inhibitor 0%, hERG WT inh 6, Integrin act MD 3%, A-T KAP1 phos 9%, TRPV1 ag 4, S-ASM inh 2% and MBNL1 CUG block -1%.
For O=C(COC(=O)/C=C/c1cccc(F)c1)NC1CCCCCC1 the results were KCNH2 3.1 block -1, hERG WT inh -14, Integrin act MD 1%, A-T KAP1 phos inconclusive and S-ASM inh 0%.
